TexasRed fluor: alters Texas Red total fluorescence, flagging assay interference | TRb/SRC2 Texas Red total fluorescence interference | Potency, µM (top dose mostly 106 µM), for the others: at the highest dose fluorescence change, negative = quenching | 0.29% of 280,000 active | AID 1479; active means well fitted curve in either direction with a large enough effect; inconclusive means small, poorly fitted or top-dose-only effect; further: on the % scale 0 is the no-effect control and ±100 the full control effect
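Human TRβ ligand-binding domain (0.6 uM) and Texas Red SRC2 peptide (20 nM) in Tris buffer with 1 uM T3 and 5% DMSO were incubated with pinned compound for 5 hr at ambient temperature. Total fluorescence was computed as S + 2P (555/632 nm).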
TRb-SRC2 inh: inhibitors of human thyroid hormone receptor beta-SRC2 interaction. P10828. TRbeta-SRC2 peptide binding, fluorescence polarization; receptor liganded with 1 µM T3. Potency, µM (titrated, usually from 106 µM), for the others: top-dose activity change, negative = inhibition, hits mostly inhibitors. 0.065% of 280,000 active. AID 1469;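 further: plate controls were bound peptide for no effect and peptide without receptor for full effect; nearly all actives have a fitted effect of over 50% in size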
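Fluorescence polarization of 20 nM Texas Red SRC2 peptide with 0.6 uM human TRb ligand-binding domain, in Tris buffer with 1uM T3 and 5% DMSO. Incubated 5 hr ambient; normalized to unbound and bound controls.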
RECQ1 helicase: RECQ1 (human) helicase inhibition. 0.54% of 240,000 active. AID 2549. Potency, µM (titrated, usually from 57.3 µM), for inactives: at the highest dose activity, negative = inhibition, most hits filed as inhibitors. RECQ1 DNA unwinding, red fluorescence kinetic read;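 further: plate controls were vehicle for no effect and no enzyme for full effect; nearly all actives have a fitted effect of over 30% in size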
Target sequence (P46063 whole entry, looked up): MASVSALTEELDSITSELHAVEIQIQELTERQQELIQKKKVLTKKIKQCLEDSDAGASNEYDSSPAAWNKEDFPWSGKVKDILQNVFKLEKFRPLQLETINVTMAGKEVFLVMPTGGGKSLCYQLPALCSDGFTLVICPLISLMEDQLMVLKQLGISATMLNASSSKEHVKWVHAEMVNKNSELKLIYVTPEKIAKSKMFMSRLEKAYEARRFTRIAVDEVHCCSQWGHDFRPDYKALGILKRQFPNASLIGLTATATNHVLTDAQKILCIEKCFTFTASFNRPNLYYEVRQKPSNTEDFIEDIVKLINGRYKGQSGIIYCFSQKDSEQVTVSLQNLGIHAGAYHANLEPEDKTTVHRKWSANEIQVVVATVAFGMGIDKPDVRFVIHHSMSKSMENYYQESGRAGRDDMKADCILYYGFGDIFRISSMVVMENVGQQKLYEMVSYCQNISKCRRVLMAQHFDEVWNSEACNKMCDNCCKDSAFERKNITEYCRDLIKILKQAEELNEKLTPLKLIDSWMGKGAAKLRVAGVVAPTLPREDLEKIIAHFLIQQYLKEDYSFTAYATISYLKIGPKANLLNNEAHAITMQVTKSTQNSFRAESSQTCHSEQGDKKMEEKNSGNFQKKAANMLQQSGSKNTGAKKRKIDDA
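RECQ1T1 50 nM; forked duplex (20 bp + 30-nt ss tails) 200 nM, ATP 2 mM final; pH 8.0, 2 mM MgCl2, 2.5 ug/ml poly(dI-dC); 15 min compound preincubation; discontinuous kinetic read over 2 h at RT.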
HTT cytoprotect: cytoprotection in Huntington HTT-Q103 PC12 cell model | 0.14% of 230,000 active | PC12 HTT-Q103 induced, cytoprotection, ATP luminescence, 40 h | Potency, µM (series often up to 56.4 µM), for inactives: cytoprotection (ATP increase), usual class: activators;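 further: % of control where 0% means no effect; nearly all actives have a fitted effect of over 45% in size; toxic huntingtin expression switched on by the ecdysone agonist tebufenozide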
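Rat PC12, Q103 Htt exon1-GFP fusion, ecdysone promoter; tebufenozide inducer 100 nM final; compound titration; qHTS, 1500 cells/well; ATPlite luminescent read.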
Tau fibril FP: inhibitors of human tau fibril formation; P10636; K18 P301L tau heparin fibrillization, Alexa594 FP, 6 h; Potency, µM (series often up to 57.7 µM), for the others: at the highest dose activity, negative = inhibition, actives largely listed as inhibitors; 0.39% of 280,000 active; further: on the % scale 0 is the no-effect control and ±100 the full control effect; nearly all actives have a fitted effect of over 55% in size
Target sequence (P10636 561-689 P618L limits assumed): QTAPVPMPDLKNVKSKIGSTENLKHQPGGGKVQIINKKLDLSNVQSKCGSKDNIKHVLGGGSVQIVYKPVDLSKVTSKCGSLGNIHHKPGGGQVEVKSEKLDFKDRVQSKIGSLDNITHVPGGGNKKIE
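Read-out: fluorescence polarization of Alexa 594-labeled tau (0.24 uM), 555 nm excitation, 632 nm emission. Mixtures held 15 uM unlabeled K18 P301L, compound and 20 uM heparin, pH 7 acetate buffer, incubated 6 hr at 37 C.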
Tau fluor counter: counter-screen for tau fibril formation inhibitors; Potency, µM (doses to about 57.7 µM), for inactives: at the top dose activity change, negative = decrease; tau K18 P301L Alexa594 fluorescence, heparin fibrillization; AID 1463; 0.93% of 280,000 active; further: on the % scale 0 is the no-effect control and ±100 the full control effect; nearly all actives have a fitted effect of over 55% in size
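Human K18 P301L tau (15 uM unlabeled plus 0.24 uM Alexa 594-labeled, final) in 100 mM sodium acetate pH 7 was mixed with compound and 20 uM heparin and incubated 6 hr at 37 C.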
L3MBTL1 inh: L3MBTL1 (human) inhibition. AlphaScreen L3MBTL1–H3K9me1 peptide binding. 0.66% of 230,000 active. Potency, µM (top dose mostly 57.1 µM), inactives show at the highest dose activity, negative = inhibition, hits mostly inhibitors. AID 485360. Q9Y468; further: on the % scale 0 is the no-effect control and ±100 the full control effect; nearly all actives have a fitted effect of over 60% in size
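L3MBTL1 (50 nM) pre-complexed 30 min with biotinylated H3(1-15)K9me1 peptide (75 nM), then compounds added for 30 min at room temperature; AlphaScreen streptavidin donor/nickel chelate acceptor beads (10 ug/mL final) read after 30 min dark incubation.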
Tau ThT inhib: tau fibrillization inhibition (ThT binding); P10636; recombinant tau K18 P301L (four-repeat tau fragment), heparin-induced fibrillization, ThT fluorescence; Potency, µM (highest dose often 57.4 µM), inactives show top-dose activity, negative = inhibition, most hits filed as inhibitors; 2.1% of 270,000 active; AID 1460; further: on the % scale 0 is the no-effect control and ±100 the full control effect; nearly all actives have a fitted effect of over 55% in size
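In this qHTS, human K18 P301L tau is incubated with compound and heparin for 6 hr at 37 C, and Thioflavin T fluorescence then reports fibril load.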
Numbers without * were called inactive; i = inactive; u = inconclusive; x = not tested or not shown; & = joins results of further samples; [ ] = dose if it differs, or a comment. Unless noted, the call rests on the fitted dose curve; in most records, active means well fitted curve in the direction sought with a large enough effect; inconclusive means small, poorly fitted or top-dose-only effect, or another doubt; inactive means no such curve, though single readings can be large; an effect the other way counts as inactive or inconclusive. Potency means the concentration at half of the fitted maximal effect.

Below each compound – TexasRed fluor	TRb-SRC2 inh	RECQ1 helicase	HTT cytoprotect	Tau fibril FP	Tau fluor counter	L3MBTL1 inh	Tau ThT inhib
#1 Cc1ccccc1/C=N\NC(=O)c1csnn1
    -3%	-3%	0%	27%	-7%	-2%	-5%	u
#2 Cc1ccccc1NC(=O)C1CC(=O)N(Cc2ccccc2)C1 (centres undefined)
    -4%	-3%	-2%	8%	-4%	0%	x	-5%
#3 O=C(NCCS(=O)(=O)N1CCN(c2cccc(Cl)c2)CC1)c1cc(=O)c2ccccc2o1
    -3%	1%	x	x	-6%	-20%	x	-2%
#4 CCCOc1ccc(C2C(C(=O)OC)=C(C)N=C3SCCC(=O)N32)cc1OCC (centres undefined)
    0%	-7%	-1%	-17%	-6%	-19%	-9%	-7%
#5 CCN(CC)C(=O)c1cc(-c2ccc(Br)cc2)on1
    2%	-13%	-1%	-19%	10%	-6%	6%	-17%
#6 Cc1ccc(NC(=O)CCc2nc3ccccc3s2)c(O)c1
    -12%	-6%	i	-22%	14%	-11%	-22%	-18%
#7 Cc1ccc(C(=O)N/N=C/c2cn(Cc3ccccc3)c3ccccc23)cn1
    -3%	-2%	-8%	3%[10 µM]	16%	u	u	u
#8 Nc1ccc2c(c1Cl)C(=O)c1ccc(N)c(Cl)c1C2=O
    u	-1%	u	5%[10 µM]	-5%	u	u	u
#9 Cc1ccc(Sc2nc(-c3ccccc3)ccc2C#N)cc1
    -2%	4%	-6%	13%	u	-17%	15%	-4%
#10 O=C(Cc1cnn(-c2ccccc2)c1)c1ccc(O)c(O)c1O
    0%	-3%	3.2µM*	-2%	u	u	x	14µM*
#11 C[N+]1(CCCCCCC(=O)/C=N/O)CCCCCC1
    0%	5%	11%	3%	-1%	-2%	x	-1%
#12 O=C(c1ccccc1Cl)n1nc(-c2ccco2)nc1NCc1cccs1
    u	-3%	x	x	-18%	u	x	-16%
#13 CC(=O)Nc1ccccc1C(=O)C(=O)NCCc1ccccc1
    0%	0%	-4%	-12%	0%	2%	x	1%
#14 Cc1cc2cc(CN(Cc3ccc4c(c3)OCO4)C(=O)c3ccco3)c(=O)[nH]c2cc1C
    -5%	-9%	-10%	-33%	6%	-2%	-9%	u
#15 Cc1ccc(-c2csc(NC(=O)c3ccc(S(=O)(=O)N4CCc5ccccc54)cc3)n2)cc1
    -9%	-2%	-8%	x	u	-13%	-5%	3%
#16 CCCSc1nc2cc(C)c(C)cc2n1CC(O)CO (centres undefined)
    -4%	-2%	i	-24%	-2%	-1%	5%	-1%
#17 N#Cc1cc(-c2ccccc2)oc1NC(=O)c1ccco1
    -2%	5%	-13%	-10%	0%	-10%	x	u
#18 Cc1c(C(=O)Nc2ccccc2)sc2nc(-c3ccccc3)cn12
    -6%	3%	-1%	23%[10 µM]	-11%	-18%	2%	4%
#19 Cc1ccc(C)c(N(CC(=O)NN=C2CCN(C)CC2)S(=O)(=O)c2ccccc2)c1
    1%	-9%	-15%	-22%[10 µM]	3%	-13%	-7%	-10%
#20 COC(=O)c1sccc1S(=O)(=O)Nc1ccc(Cl)cc1
    -2%	-1%	-1%	-2%[10 µM]	3%	3%	1%	5%
#21 CCOC(=O)C1=C(O)/C(=C\c2ccc(O)c(OCC)c2)N=C1C
    -2%	-2%	-1%	7%[10 µM]	1%	-13%	-4%	u
#22 Cc1cc(NC(=O)c2ccccc2)n(-c2ccccc2)n1
    0%	-2%	i	12%[10 µM]	-1%	-6%	7%	-2%
#23 COc1cc(C(CCN2CCCC2)c2c(OC)cc(OC)c3ccc(=O)oc23)cc(OC)c1OC (centres undefined)
    -1%&-5%	-2%&-1%	-1%&-5%	-3%[10 µM]	-1%	12%	x	-3%
#24 Cc1c(Cl)cccc1NC(=S)NCc1ccccc1Cl
    -3%	-9%	2%	-3%[10 µM]	3%	6%	-2%	2%
#25 COc1ccc(NS(=O)(=O)c2ccc3c(c2)CCN3C(=O)C2CC2)cc1OC
    -2%	2%	x	x	0%	-8%	x	-1%
#26 O=S(=O)(NC1CCCC1)c1ccc(S(=O)(=O)N(Cc2cccs2)CC2CCCO2)cc1 (centres undefined)
    -2%	-10%	-4%	5%[10 µM]	0%	-19%	-1%	-5%
#27 COc1ccccc1CC(=O)O/N=C(\N)c1cccc([N+](=O)[O-])c1
    -1%	0%	i	14%	-4%	-22%	-9%	u
#28 CC(=O)/C=N/Nc1ccccc1
    -7%	0%	i	-14%	-4%	1%	4%	1%
#29 COc1ccc(CCn2c(N)cc(=O)[nH]c2=S)cc1OC
    -2%	-2%	1%	28%[10 µM]	-4%	1%	-2%	-7%
#30 Cc1ccc(C(=O)OCC(=O)Nc2ccccc2Cl)c(O)c1
    1%	0%	i	-3%[10 µM]	-5%	-1%	7%	-6%
#31 COc1ccccc1-c1nc(NCCNC(C)=O)c2ccccc2n1
    -2%	5%	-23%	-4%	-9%	-9%	x	-3%
#32 Cc1cccc(CCNC(=O)c2nn(C)c3c2CSc2ccccc2-3)c1
    -1%	4%	x	x	0%	-9%	x	-8%
#33 Cc1ccc(NC(=O)Cn2c(=O)n(Cc3ccccc3)c(=O)c3sc4ccccc4c32)cc1
    -2%	3%	x	x	-18%	-15%	x	1%
#34 CCOC(=O)CNC(=O)CSc1nc2cccnc2n1C1CCCCC1
    -1%	8%	11%	-5%	u	-9%	x	0%
#35 O=C(Nc1ccc(Cl)c(-c2nc3cc(Cl)ccc3o2)c1)c1cc([N+](=O)[O-])ccc1N1CCOCC1
    -78%[53 µM]	u	x	x	-17%	u	x	-14%
#36 Cc1ccc(C2N=C(N)Nc3nc4ccccc4n32)cc1 (centres undefined)
    -2%&2%	-4%&5%	-14%	4%[10 µM]	3%&1%	7%&-4%	2%	4%&-1%
#37 CC1=C(C(=O)OC(C)C)C(c2ccc(F)cc2)NC(=O)N1 (centres undefined)
    0%	-18%	-1%	1%[10 µM]	-1%	-1%	4%	-2%
#38 Cc1ccc(S(=O)(=O)N2CCC(C(=O)N[C@@H](C)C(=O)NCc3ccco3)CC2)cc1
    0%	3%	i	x	1%	4%	-9%	7%
#39 CC(=O)Nc1ccc(S(=O)(=O)Nc2c(C)nn(-c3ccccc3)c2C)cc1
    -4%	-10%	-9%	-10%	-5%	-1%	2%	2%
#40 CC(C)(C)C(=O)Nc1ccc(C(=O)N/N=C/c2ccccc2OC(=O)c2ccccc2)cc1
    -3%	9%	-3%	-102%[inhibitor]	-7%	-23%	-3%	3%
#41 CCc1cccc(NC(=O)Cn2c(=O)c(C(F)(F)F)nc3ccccc32)c1
    -1%	5%	x	x	-7%	1%	x	-2%
#42 COc1ccc(OC)c(NC(=O)CN(C)S(=O)(=O)c2ccc3[nH]c4c(c3c2)CCCC4)c1
    -1%	0%	x	x	7%	u	x	-1%
#43 CC(=O)NNC(=S)NC(=O)C(c1ccccc1)c1ccccc1
    -3%	3%	i	9%[10 µM]	0%	-11%	11%	-13%
#44 CC(=O)c1cccc(NC(=O)C(Sc2ncnc3ccccc23)c2ccccc2)c1 (centres undefined)
    3%	9%	-1%	-26%[1.9 µM]	9%	4%	-16%	8%
#45 CCOc1ccc(N2C(=O)c3cccnc3C2Nc2ccc(F)cc2)cc1 (centres undefined)
    1%	-12%	-6%	0%	-8%	-16%	32%[activator]	-5%
#46 Clc1nc(Cl)nc(NCCC2=CCCCC2)n1
    1%	0%	-15%	-3%	0%	3%	11%	-4%
#47 Cc1nc(N2CCC(C)CC2)c2c(C)c(C(=O)Nc3ccccc3C(F)(F)F)sc2n1
    0%	-3%	-5%	-5%	-4%	-9%	14%	-13%
#48 CCN1CCn2c3c(c4cc(Cl)ccc42)CCCC31 (centres undefined)
    -3%	-1%	-4%	-25%	9%	-27%	-11%	u
#49 CCC(OC(=O)C1=Cc2ccccc2OC1)C(=O)NC1CCCC1 (centres undefined)
    0%	-1%	-4%	6%[10 µM]	-2%	2%	4%	2%
#50 CC1=C(C(=O)Nc2ccccc2)C(c2ccncc2)n2nc(SCc3ccccc3)nc2N1 (centres undefined)
    -1%	4%	x	x	-1%	-3%	x	-3%
#51 O=C1CCCc2oc3c(c21)CCCC3
    2%	0%	-10%	-5%	-5%	-8%	x	-12%
#52 Clc1cccc(COn2c(-c3ccc(Cl)cc3Cl)nc3ncccc32)c1
    -2%	9%	-6%	0%	0%	-12%	x	u
#53 CC(C)(C)c1ccc(S(=O)(=O)CC(O)CSc2nc3c(cc2C#N)CCCC3)cc1 (centres undefined)
    -1%	-6%	i	-12%	-1%	-25%	u	-21%
#54 CC(C)c1ccc(/C=C/C(=O)NC2CCCCC2)cc1
    -2%	-5%	-2%	x	-9%	-8%	12%	-6%
#55 COCCCN=Cc1c(-c2ccccc2)[nH]n(-c2nc3ccccc3s2)c1=O
    -4%	6%	-12%	-10%[10 µM]	x	x	x	x
#56 CCc1cc(C(=O)NNC(=S)NC(C)c2ccccc2)cs1 (centres undefined)
    1%	-1%	i	12%	5%	-11%	x	-17%

Random excerpt: 2 entries already listed
Below each compound – TexasRed fluor	TRb-SRC2 inh	RECQ1 helicase	HTT cytoprotect	Tau fibril FP	Tau fluor counter	L3MBTL1 inh	Tau ThT inhib
#55 COCCCN=Cc1c(-c2ccccc2)[nH]n(-c2nc3ccccc3s2)c1=O
    -4%	6%	-12%	-10%[10 µM]	x	x	x	x
#49 CCC(OC(=O)C1=Cc2ccccc2OC1)C(=O)NC1CCCC1 (centres undefined)
    0%	-1%	-4%	6%[10 µM]	-2%	2%	4%	2%

Record cards (already shown). Values in the order: TexasRed fluor, TRb-SRC2 inh, RECQ1 helicase, HTT cytoprotect, Tau fibril FP, Tau fluor counter, L3MBTL1 inh, Tau ThT inhib
`CC(C)(C)c1ccc(S(=O)(=O)CC(O)CSc2nc3c(cc2C#N)CCCC3)cc1` (centres undefined) as listed: -1%, -6%, i, -12%, -1%, -25%, u, -21%
`CC(C)c1ccc(/C=C/C(=O)NC2CCCCC2)cc1` as listed: -2%, -5%, -2%, x, -9%, -8%, 12%, -6%
`CCN1CCn2c3c(c4cc(Cl)ccc42)CCCC31` (centres undefined) as listed: -3%, -1%, -4%, -25%, 9%, -27%, -11%, u

Source: PubChem BioAssay

This is a subset; rates above refer to the full screens.
